Source: PubChem (National Center for Advancing Translational Sciences (NCATS))
Vif-APOBEC3F blk – blocks the Vif interaction with APOBEC3F. HeLa A3F-eYFP + Vif (tagged APOBEC3F with the HIV-1 protein that degrades it), YFP fluorescence increase. Potency, µM (doses to about 46.1 µM), inactives show at the top dose activity, negative = active. hit rate 0.2% among 390,000; further: % of control where 0% means no effect; nearly all actives have a fitted effect of over 65% in size
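Fluorescence increase (Ex 488/Em 500-530) after overnight compound treatment at 37 deg C flags inhibition of Vif-driven A3F-eYFP loss in stable HeLa A3F-eYFP/Vif cells seeded overnight beforehand.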
RXFP1 ag – agonists of human relaxin receptor RXFP1; HEK293T-RXFP1 cAMP TR-FRET, 30 min; response scale: percent of porcine relaxin response, buffer zero; Potency, µM (titrated, usually from 57.5 µM), inactives show top-dose activation, most hits filed as activators; hit rate 0.3% among 370,000; further: on the % scale 0 is the no-effect control and ±100 the full control effect; nearly all actives have a fitted effect of over 60% in size; many of its hits are not listed in these tables
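HEK293T cells stably expressing RXFP1 were pretreated with the PDE4 inhibitor Ro 20174, exposed to compounds for 30 min at 37C, lysed, and cAMP was read by TR-FRET. Data normalized to buffer (basal) and 29 nM porcine relaxin (100%).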
IDH1 R132H inh – blocks human mutant IDH1 R132H enzyme | O75874 | IDH1-R132H enzyme, NADPH consumption, diaphorase/resazurin fluorescence | Potency, µM (top dose mostly 76.6 µM), for inactives: top-dose activity change, negative = inhibition, hits mostly inhibitors | hit rate 0.093% among 390,000 | AID 602179; further: on the % scale 0 is the no-effect control and ±100 the full control effect; nearly all actives have a fitted effect of over 65% in size
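IDH1-R132H (0.5 ug/mL) preincubated 30 min with compound, then NADPH (0.016 mM) and alpha-KG (2 mM) added; 80 min at RT, pH 7.5. Remaining NADPH coupled via diaphorase/resazurin to fluorescence (540/590 nm); concentration-response curves normalized to no-enzyme control.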
RGS4 inhibitor – blocks human RGS4-accelerated GTP hydrolysis; P49798; Transcreener GDP fluorescence polarization, RGS4-accelerated GTP hydrolysis; Potency, µM (doses to about 114 µM), inactives show at the highest dose activity change, negative = inhibition, most hits filed as inhibitors; hit rate 0.039% among 390,000; further: on the % scale 0 is the no-effect control and ±100 the full control effect; nearly all actives have a fitted effect of over 75% in size; some results filed as inactive show a strong effect at the top dose
Target sequence (P49798 whole entry, looked up): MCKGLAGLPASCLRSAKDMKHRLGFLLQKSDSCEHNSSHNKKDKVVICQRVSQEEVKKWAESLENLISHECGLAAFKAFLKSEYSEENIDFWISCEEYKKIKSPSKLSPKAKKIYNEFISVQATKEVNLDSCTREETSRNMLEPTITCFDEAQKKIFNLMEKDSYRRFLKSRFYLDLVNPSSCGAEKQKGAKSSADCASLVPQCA
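MLSMR compounds (23 nl, pin-transferred) preincubated 10 min at room temperature with a 500nM (2x) first reagent, then RGS4 at 900nM (2x) plus Transcreener GDP mix added; fluorescence polarization (620/688 nm) read before and after 90 min at 30 °C.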
USP1-UAF1 inh – blocks the human USP1/UAF1 deubiquitinase complex; hit rate 0.23% among 390,000; Potency, µM (doses to about 57.1 µM), inactives show top-dose activity change, negative = inhibition, actives largely listed as inhibitors; recombinant USP1/UAF1, Ub-Rhodamine cleavage fluorescence; O94782; AID 743255; further: on the % scale 0 is the no-effect control and ±100 the full control effect; nearly all actives have a fitted effect of over 60% in size; inactives centre near -12
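High-throughput fluorogenic screen: 1nM USP1/UAF1 complex, Ub-Rho substrate 150nM final, 50mM HEPES pH 7.8 with 0.5mM EDTA, 0.1 mg/ml BSA, 1mM TCEP and 0.01% Tween-20.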
TrxR1 substrate – is turned over as a substrate by rat TrxR1; O89049; purified TrxR1 substrate turnover, NADPH consumption readout; Potency, µM (doses to about 114 µM), without a hit: top-dose activity change, negative = substrate turnover; hit rate 0.01% among 390,000; further: on the % scale 0 is the no-effect control and ±100 the full control effect; nearly all actives have a fitted effect of over 50% in size
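Rat TrxR1, dispensed at 90 nM, was prereduced with 400 uM NADPH (final) for 5 min at ~22 deg C, then incubated with compound 15 min before 400 uM selenite. A first-read NADPH fluorescence drop versus no-compound background flagged substrates.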
ALOX12 inh – ALOX12 (human) lipoxygenase inhibition | P18054 | purified 12hLO, xylenol orange hydroperoxide absorbance | Potency, µM (top dose mostly 108 µM), for the others: at the highest dose activity change, negative = inhibition, most hits filed as inhibitors | hit rate 1.1% among 580,000; further: on the % scale 0 is the no-effect control and ±100 the full control effect
Target sequence (P18054 whole entry, looked up): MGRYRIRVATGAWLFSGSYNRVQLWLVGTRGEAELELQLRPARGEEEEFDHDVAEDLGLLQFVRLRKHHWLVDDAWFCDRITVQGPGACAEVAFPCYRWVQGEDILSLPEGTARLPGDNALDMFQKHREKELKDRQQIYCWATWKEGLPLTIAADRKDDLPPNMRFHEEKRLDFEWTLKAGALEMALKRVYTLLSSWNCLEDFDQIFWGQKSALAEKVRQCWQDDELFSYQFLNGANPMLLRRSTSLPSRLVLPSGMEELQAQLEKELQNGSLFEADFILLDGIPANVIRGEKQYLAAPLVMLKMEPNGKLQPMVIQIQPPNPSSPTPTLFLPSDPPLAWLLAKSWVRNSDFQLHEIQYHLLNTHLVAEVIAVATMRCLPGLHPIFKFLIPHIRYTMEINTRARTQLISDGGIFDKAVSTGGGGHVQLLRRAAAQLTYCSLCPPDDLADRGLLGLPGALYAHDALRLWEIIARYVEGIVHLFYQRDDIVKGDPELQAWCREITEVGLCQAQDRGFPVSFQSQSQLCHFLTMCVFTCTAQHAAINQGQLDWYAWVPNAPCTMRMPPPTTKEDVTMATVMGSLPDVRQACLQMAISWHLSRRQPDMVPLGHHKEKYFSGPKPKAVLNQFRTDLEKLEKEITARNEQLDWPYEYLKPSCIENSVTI
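Hydroperoxide product was detected by ferrous iron/xylenol orange as the 573 to 405 nm absorbance ratio. Arachidonic acid at 40 uM (final) was turned over for 30 min at room temperature by 150 nM human 12hLO, pH 7.0 Hepes buffer, after 15 min compound preincubation.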
Vif-A3G inh – blocks the Vif interaction with human APOBEC3G; hit rate 0.076% among 410,000; Q9HC16; Potency, µM (highest dose often 46.1 µM), for the others: at the highest dose activity, negative = active, usual class: inhibitors; HeLa A3G-eYFP + Vif (tagged APOBEC3G with the HIV-1 protein that degrades it), YFP fluorescence, overnight;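 further: on the % scale 0 is the no-effect control and ±100 the full control effect; nearly all actives have a fitted effect of over 60% in size; hits raise eYFP signal because A3G escapes Vif-driven loss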
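HeLa cells stably expressing Vif and C-terminally eYFP-tagged A3G, seeded overnight at 37 deg C, then exposed to compound by pintool overnight at 37 deg C. Rise in yellow fluorescence (Ex 488/Em 500-530, Acumen) marks blocked Vif-driven A3G degradation.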
TrxR1 inh – blocks rat thioredoxin reductase 1; O89049; recombinant rTrxR1, NADPH fluorescence consumption, selenite substrate; Potency, µM (top dose mostly 114 µM), inactives show at the top dose activity change, negative = inhibition, actives largely listed as inhibitors; hit rate 1% among 390,000; AID 588453; further: on the % scale 0 is the no-effect control and ±100 the full control effect; nearly all actives have a fitted effect of over 65% in size
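Rat TrxR1 (90 nM in the dispensed reagent) was pre-reduced with 400 uM NADPH for 5 min at room temperature, then incubated with compound for 15 min. After 400 uM selenite was added, NADPH fluorescence (Ex 340/Em 450 nm) was followed for 8 min.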
The depositor's hits bear a star; u = inconclusive; x = no result given; [ ] = another dose, or the depositor's remark. The call rests on the fitted dose curve; in most records, active means well fitted curve in the direction sought with a large enough effect; inconclusive means small, poorly fitted or top-dose-only effect, or another doubt; inactive means no such curve, though single readings can be large; an effect the other way counts as inactive or inconclusive. Potency means the concentration at half of the fitted maximal effect. Only part of the results is shown, so the mix of outcomes need not match the whole.

Each structure is followed by: TrxR1 substrate	ALOX12 inh	USP1-UAF1 inh	Vif-A3G inh	RGS4 inhibitor	RXFP1 ag	IDH1 R132H inh	TrxR1 inh	Vif-APOBEC3F blk
CC/C=C/C(=O)N1CC2(CC(c3cccc(NC(=O)CC)c3)=NO2)C[C@H]1C(N)=O (stereo not given in full)
  9.8%[57.1 µM]	-18.6%	18.1%	0.6%	4.5%	0.0%	-1.1%	-13.2%[57.1 µM]	3.8%
Cc1ccccc1CCNC(=O)c1ccc2c(c1)c(C)c(C)n2C
  3.4%[57.1 µM]	-29.0%	-24.8%	0.7%	10.9%	-3.1%	-2.8%	19.8%[57.1 µM]	-1.4%
CCCCC(C(=O)NCCC(C)C)N(CCCN1CCOCC1)C(=O)c1snc(C(N)=O)c1N (stereo not given)
  16.9%	1.2%	-17.5%	0.2%	4.3%	2.0%	2.7%	10.5%	-5.5%
COc1cc(C(=O)NC(c2ccc(Cl)cc2)c2cc(Cl)c3cccnc3c2O)cc(OC)c1OC (stereo not given)
  2.1%[57.1 µM]	-25.6%	-10.4%	1.2%	-13.9%	1.4%	10.6%	26.6%[57.1 µM]	0.5%
COC(=O)c1[nH]c2ccccc2c1NC(=O)CN1CCN(c2cccc(OC)c2)C(C)C1 (stereo not given)
  3.4%	2.5%	-6.6%	3.7%	32.6%	4.5%	5.6%	14.8%	x
CCOc1ccc(NC(=O)NCCCN2CCN(c3ccc(F)cc3)CC2)cc1
  -7.3%	0.0%	-16.0%	2.4%	4.6%	-2.9%	-2.4%	5.5%	2.1%
COc1ccc(NC(=S)NCCN2CCC(C)CC2)cc1Cl
  -5.2%[57.1 µM]	u	-9.2%	2.7%	u	-0.1%	3.1%	20.5%[57.1 µM]	1.4%
Cc1ccc([C@@H]2CC=C(C(=O)O)[C@H](c3cccc(Cl)c3)N2S(=O)(=O)c2ccc(C)cc2)cc1
  1.0%[57.1 µM]	u	-33.6%	-7.0%	-9.4%	0.2%	10.0%	13.9%[57.1 µM]	1.9%
Cc1ccc(Sc2ncccc2NC(=O)c2ccccc2Cl)cc1
  6.9%[57.1 µM]	164.9%[activator]	-11.3%	-5.2%	4.3%	1.9%	13.1%	20.3%[57.1 µM]	0.2%
CC[C@@]1(C(=O)OC)N[C@H](CN(C)S(=O)(=O)c2ccc(C(F)(F)F)cc2)[C@@H]2C(=O)N(C)C(=O)[C@@H]21
  7.5%	-5.8%	-24.3%	-6.5%	-4.6%	x	-0.9%	21.5%	7.0%

Each structure is followed by: TrxR1 substrate	ALOX12 inh	USP1-UAF1 inh	Vif-A3G inh	RGS4 inhibitor	RXFP1 ag	IDH1 R132H inh	TrxR1 inh	Vif-APOBEC3F blk
Cn1cncc1COC(=O)c1ccc(Cl)cc1
  7.2%	-0.4%	-9.7%	0.0%	26.4%	-0.2%	-16.5%	36.2%[activator]	-2.2%
COc1ccccc1NC(=O)c1cc(S(=O)(=O)NCCc2ccccc2)ccc1F
  -2.1%[57.1 µM]	-16.4%	-29.6%	-1.6%	-9.2%	4.0%	-1.7%	15.5%[57.1 µM]	-11.5%
COCc1ccc(-c2c(-c3ccsc3)oc(=O)c3cc(OC)c(OC)cc23)cc1
  6.2%[57.1 µM]	-2.9%	-18.4%	-17.8%	9.0%	x	15.8µM*	8.2%[57.1 µM]	3.1%
O=C(Nc1nnc(S(=O)(=O)N2CCOCC2)s1)c1ccc(Cl)cc1
  0.5%[57.1 µM]	-18.1%	-23.4%	1.2%	-15.0%	7.8%	42.9%[activator]	-1.0%[57.1 µM]	0.9%
Cc1cc(C(=O)NN=C2CCCCCC2)c(C)o1
  8.0%[57.1 µM]	15.5%	-12.2%	1.1%	-10.3%[56.9 µM]	0.0%	-4.2%	30.9%[57.1 µM]	-10.4%
CCn1c(SCC(=O)Nc2ccccc2Cl)nnc1C1CC1
  4.3%[57.1 µM]	-12.1%	-21.3%	0.4%	13.3%	0.1%	4.4%	12.0%[57.1 µM]	11.8%
CCOC(=O)c1sc2nc(C)[nH]c(=O)c2c1C
  -2.2%	-0.5%	3.5%	-4.7%	18.0%	7.4%	4.8%	10.8%	3.1%
Cc1cccc(C(=O)OC(C)C(=O)N2CCN(Cc3ccccc3)CC2)c1 (stereo not given)
  2.6%	-11.4%	1.8%	0.0%	-12.7%	0.4%	4.4%	-5.0%	5.6%
Cc1cc(C)c(OCCCCCn2ccnc2)c(C)c1
  -13.0%	u	2.8%	-0.5%	-17.2%	-0.1%	6.5%	-19.5%	-22.8%
CSCCC(NC(C)=O)C(=O)Oc1ccc2c3c(c(=O)oc2c1)CCCC3 (stereo not given)
  583.0%[activator]	-10.5%	-12.1%	-7.2%	-25.5%	10.3%	7.6%	50.1µM*	1.6%

Each structure is followed by: TrxR1 substrate	ALOX12 inh	USP1-UAF1 inh	Vif-A3G inh	RGS4 inhibitor	RXFP1 ag	IDH1 R132H inh	TrxR1 inh	Vif-APOBEC3F blk
COc1ccc(OC)c(C2CC(=O)c3c([nH]c(C(=O)OCc4ccc(C)cc4)c3C)C2)c1 (stereo not given)
  -6.9%	u	-11.4%	-14.4%	-20.2%	23.4%	-17.5%	13.9%	-7.8%
COc1ccc(C(=O)c2sc(Nc3ccccc3)nc2C)cc1
  12.3%[57.1 µM]	u	-6.1%	-0.6%	-24.7%	9.8%	10.2%	10.6%[57.1 µM]	11.5%
COc1cc(SC)ccc1C(=O)NCCOc1c(C)cc(C)cc1C
  -4.6%	u	-16.2%	2.4%	-7.7%	2.2%	11.2%	17.4%	-0.7%
CCCOC(=O)c1cccc(NC(=O)c2cccnc2)c1
  -3.1%	4.1%	-4.8%	-0.9%	13.7%	0.3%	1.1%	-4.5%	-0.8%
COc1cc(/C=N/O)c(Br)cc1OCC(=O)Nc1ccccc1C
  -6.0%	7.2%	-13.0%	-13.5%	-12.0%	-0.6%	-1.2%	6.8%	-0.9%
CCOC(=O)c1sc(NC(=O)CSc2nc3c(cc2C#N)CCCCCC3)c(C#N)c1C
  18.6%	9.3%	-7.1%	-5.9%	-16.5%	u	8.0%	8.1%	-19.9%
COC(=O)c1cccc(NC(=O)C2CCCN2C(=O)c2cccs2)c1 (stereo not given)
  -0.4%	38.3%[activator]	-6.5%	-0.5%	16.0%	-0.9%	4.0%	-6.1%	-15.6%
CCN(CC)C(=N)/C(C#N)=N/Nc1ccccc1
  -4.3%[57.1 µM]	u	-3.9%	-0.6%	7.1%	-4.1%	1.1%	-8.3%[57.1 µM]	4.7%
COc1ccccc1CNC(=O)C1CCN(S(=O)(=O)c2ccc3c(c2)NC(=O)CO3)CC1
  1.4%	-4.8%	-25.3%	1.1%	-3.2%	-1.1%	-5.7%	14.3%	5.7%
CC(=O)Oc1ccc(-c2cccc(C(=O)O)c2)cc1
  5.1%[57.1 µM]	-9.8%	-3.6%	-0.5%	3.1%	1.8%	2.7%	10.6%	-2.1%

Each structure is followed by: TrxR1 substrate	ALOX12 inh	USP1-UAF1 inh	Vif-A3G inh	RGS4 inhibitor	RXFP1 ag	IDH1 R132H inh	TrxR1 inh	Vif-APOBEC3F blk
O=C(c1ccc(-c2ccccc2Cl)o1)N1CCCC(C(F)(F)F)C1 (stereo not given)
  -6.9%	-3.8%	-15.1%	-2.2%	-28.5%	1.6%	7.1%	20.3%	-26.4%
COc1ccc(NC(=O)CCS(=O)(=O)c2ccc3c(c2)oc(=O)n3C)cc1
  3.7%	20.7%	-13.9%	0.5%	24.1%	2.9%	3.9%	15.9%	4.3%
Cc1cc(S(=O)(=O)N2CCOCC2)ccc1OCC(=O)NCc1ccccn1
  -9.2%[57.1 µM]	19.5%	-18.4%	0.7%	-8.6%	1.3%	7.5%	8.4%[57.1 µM]	6.0%
COc1ccc(N2CCN(C(=O)COC(=O)[C@@H](NC(=O)c3c(F)cccc3F)C(C)C)CC2)cc1
  -5.6%	212.8%[activator]	-17.1%	-8.1%	8.8%	x	-9.6%	-9.0%	3.0%
O=C(NNC(=O)c1ccc(Cl)cc1Cl)c1ccncc1
  -8.0%	13.6%	-2.2%	0.2%	21.6%	0.5%	4.5%	7.1%	4.3%
COc1ccc(C(=O)CCNc2cccc(Cl)c2)cc1
  12.8%[57.1 µM]	3.8%	u	0.4%	-10.3%	0.0%	7.8%	-62.4%	-7.2%
